Screening data deposited in PubChem BioAssay by Broad Institute.
INS-1E GSIS act = primary screen for activators of insulin secretion dependent on glucose, INS-1E cells, GLuc reporter luminescence. activation, % at 16.6 µM. 370,000 compounds, 0.61% hits. INS-1E GLuc reporter insulin secretion, 2-3 h;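 active means lowest replicate activation of at least 40%, so every replicate reaches that level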;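 further: 0% = median of neutral control wells and 100% = median of IBMX positive control wells; some compounds called inactive have numbers as strong as hits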
PglD inh = inhibitors of Campylobacter jejuni PglD acetyltransferase; purified PglD enzyme, DTNB colorimetric CoA detection; inhibition, % at 12.5 µM; 360,000 compounds, 0.098% hits; in the data active means inhibition above about 16%, passing the limit was not always enough; further: strong numbers were not always called active
Cneo AK release = Cryptococcus neoformans lysis via adenylate kinase release. lysis activity, % at 15 µM. C. neoformans lysis, adenylate kinase release luminescence, 4 h; normalised: neutral wells 0, clomiphene wells 100. 360,000 compounds, 0.2% hits;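 active means mean lysis activity across replicates of at least 80%, whatever share of replicates individually reach that level; inactive means mean lysis activity below 80%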
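Material: C. neoformans cells; Schedule: 4 h static compound exposure, 37 °C, read 1 h post-reagent; Measured by: adenylate kinase release luminescence; Read-out: signal increase indicating cell lysis; Controls: Clomiphene as positive lysis control.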
LGR2 inh = inhibitors of bursicon-induced Drosophila LGR2 receptor cAMP signaling. HEK293 LGR2, CRE-luciferase, bursicon-stimulated, 4 h. inhibition, % at 9.99 µM. 380,000 compounds, 0.35% hits. AID 720647;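 active means drop in luminescence signal, shown as inhibition above about 50% in the replicate tests, limit read from the data, passing the limit was not always enough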;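 further: agonist challenge used bursicon conditioned medium at about half maximal strength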
C2C12 statin = protects C2C12 myotubes from simvastatin toxicity | ATP luminescence, 48 h; scaled: DMSO 0, geranylgeraniol control 100 | rescue of ATP level, % at 7.49 µM | 330,000 compounds, 0.78% hits;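 active means mean ATP rescue above about 67%, or every replicate alone reaching that limit, limit read from the data, passing the limit was not always enough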;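 further: myotubes were challenged with 10 µM simvastatin during compound exposure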
PGC1a acetyl inh = PGC1a acetylation modulation, inhibitor mode; 350,000 compounds, 0.17% hits; AID 651687; inhibition, % at 15.6 µM; U2OS PGC1a acetylation, AlphaScreen anti-acetyl-lysine; with virally co-expressed GCN5 acetyltransferase;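 active means every replicate shows inhibition of at least 40%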;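 further: 0% = neutral control wells and 100% = positive control wells; some results beyond the cut were filed as inactive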
ARNT-TACC3 inh = ARNT/TACC3 interaction disruption; inhibition, % at 9.99 µM; Q9Y6A5; 390,000 compounds, 0.66% hits; AlphaScreen His-ARNT PAS-B/GST-TACC3 binding, luminescence; TACC3 fragment carries E629A point mutation;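 active means mean inhibition of replicates at least 50% and at least half of replicates each reaching 50%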;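 further: 0% = complete ARNT plus TACC3 wells and 100% = ARNT alone without TACC3; many hits fall short of the cut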
PAX8 reporter = inhibitors of PAX8 transcriptional activity in RMG-I cells; RMG-I TPO-luciferase reporter, SteadyGlo, 24 h; 360,000 compounds, 1.2% hits; inhibition, % at 12.6 µM;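 active means mean replicate inhibition at least 60% with every replicate also reaching 60%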;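 further: luciferase light reporting Pax8 driven TPO promoter activity; plate controls were median of neutral control wells for no effect and mitoxantrone controls for full effect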
An asterisk follows results filed as active; x = no result given; & = joins results of further samples.

Under each structure – INS-1E GSIS act, PglD inh, Cneo AK release, LGR2 inh, C2C12 statin, PGC1a acetyl inh, ARNT-TACC3 inh, PAX8 reporter
1: Cc1cc(NS(=O)(=O)c2ccc(NC(=S)NC(=O)c3ccccc3)cc2)no1
    11.1, x, x, -8.8, x, x, -1.8, -1.6
2: O=C1C(=O)N(c2ccccn2)C(c2ccc(Br)cc2)/C1=C(/O)c1ccc(Br)cc1 (stereo unspecified)
    x, -0.8, -2.4, x, 5.2, x, 12.1, -8.9
3: O=C(C[C@H]1CC[C@H]2[C@@H](COC[C@H](O)CN2CCc2ccccc2)O1)NCCCN1CCOCC1
    8.1, 0.5, 0.4, -6.2, -0.9, 1.1, -0.8, -16.0
4: COC(=O)[C@@H](NC(=O)N1CCN(C(=O)C2COc3ccccc3O2)CC1)C(C)C (stereo partly specified)
    19.9, -1.9, -1.4, -13.9, 1.9, -12.1, 2.4, -5.9
5: CCOC(=O)C1(Cc2cccc(OC)c2)CCCN(S(=O)(=O)CC)C1 (stereo unspecified)
    -3.6, 2.4, 0.3, 5.0, 7.7, x, -0.5, -8.4
6: COc1ccc(-c2cn3nc(SCC(=O)NCC4CCCO4)ccc3n2)cc1 (stereo unspecified)
    -8.1, 0.5, -3.8, -2.4, 1.4, 6.2, 8.5, -48.9
7: COc1ccc(C(NCC(=O)Nc2c(C)cccc2C)c2ccccc2)cc1 (stereo unspecified)
    -15.7, -96.8, -0.4, -19.7, 5.2, -1.2, -8.2, 11.7
8: O=C(/C=C/C(Cl)(Cl)Cl)Nc1ccc(Cl)cc1
    170.5*, x, x, -37.7, x, 9.0, -3.3, 51.2
9: O=C(C[C@@H]1CC[C@@H]2[C@H](COC[C@@H](O)CN2CC2CCOCC2)O1)N1CCOCC1
    5.6, -0.4, -1.0, -6.4, 12.6, -1.4, x, 1.5
10: C[C@@H]1CN([C@H](C)CO)C(=O)CCCn2nncc2CO[C@H]1CN(C)Cc1ccc(O)cc1
    -13.8&-5.5, 4.6&-0.3, 3.8&-2.1, 14.3&4.4, 16.2&28.4&-11.1, 0.5&-7.9&-2.8, -1.7, -13.5&-7.9&-8.0
11: COc1ccccc1OCC(=O)Nc1ccccc1C(=O)NC1CC1
    6.1, 0.0, 0.8, 3.7, 2.1, x, 20.6, -5.1
12: O=C(CSc1ncn[nH]1)NC1CCCc2ccccc21 (stereo unspecified)
    -8.0, x, x, x, x, -3.2, -4.7, 2.2
13: CN(C)CCCNc1ccc(S(N)(=O)=O)cc1[N+](=O)[O-]
    11.3, x, x, x, 5.7, x, -0.8, 13.6
14: COc1ccc(-n2ccnc2SCC(=O)Nc2cc(C)on2)cc1
    19.0, 0.7, -0.9, 2.2, -3.7, x, 1.5, 10.0
15: C=CCNC(=O)c1ccccc1SCc1c(C)noc1C
    1.2, 3.6, -0.7, 0.8, 4.7, x, x, 8.6
16: CO[C@H]1CN(C)C(=O)c2cc(NC(=O)Cc3ccccc3)ccc2OC[C@H](C)N(C(=O)c2ccccc2F)C[C@@H]1C
    -3.0, -1.7, -1.3, 12.1, 7.2, 6.9, -11.1, 2.8
17: CN(C(=O)COc1nnc(-c2cccs2)c(-c2cccs2)n1)c1ccccc1
    x, -0.3, -1.2, x, 5.7, 6.5, -27.9, x
18: CC(C)(CN1CCc2ccccc2C1)NS(=O)(=O)c1ccc(Cl)cc1
    -1.7, 5.5, -0.3, 0.2, 3.0, -12.5, -0.2, -1.4
19: Cc1ccc([C@H]2C[C@H](O)[C@@H](n3cc(COC(=O)c4ccccc4)nn3)CN2CC2CCCCC2)cc1
    x, -2.0, 0.1, 19.8, 8.8, x, x, 5.4
20: O=C(CNC(=O)c1ccco1)NNC(=O)c1n[nH]c(=O)c2ccccc12
    31.4, -4.6, 10.6, -15.2, 8.3, -2.0, -8.1, 14.1
21: CC(C)NC(=O)N(C)C[C@@H]1OCCCC[C@@H](C)Oc2ccc(NS(C)(=O)=O)cc2C(=O)N([C@H](C)CO)C[C@H]1C
    -0.5, 8.7, 1.4, 24.6, x, -4.4, -2.0, -0.6
22: Cc1c(NC(=O)C(C)Sc2nccn2C)c(=O)n(-c2ccccc2)n1C (stereo unspecified)
    4.0, -5.6, -0.6, 9.8, 3.7, 6.8, -0.7, -8.3
23: CCOc1ccccc1/C=N/NC(=O)c1nnn(-c2nonc2N)c1CN1CCC(C)CC1
    21.6, 3.1, 6.8, 8.1, 9.9, 0.6, -5.0, 6.7
24: CC1(C)CC(=O)CC(C)(C)N1OC(=O)c1ccco1
    x, -0.9, 3.5, x, 7.1, -1.3, -0.5, 9.0
25: CCS(=O)(=O)Nc1ccc2c(c1)C(=O)N(C)[C@@H]1CC[C@H](CC(=O)N[C@H]3CCN(Cc4ccccc4)C3)O[C@H]1CO2
    2.6, -0.5, 3.1, -22.3, -12.3, x, 1.8, -4.5
26: C[C@@H]1CCCCO[C@@H](CN(C)C(=O)CCCN(C)C)[C@H](C)CN([C@H](C)CO)C(=O)c2cc(NC(=O)CCC(F)(F)F)ccc2O1
    6.5, -1.6, -2.0, -0.9, 23.4, 2.3, -13.6, -12.2
27: CCN(Cc1nc2cc(Cl)ccc2c(=O)[nH]1)C(=O)c1cccc(OCc2c(C)noc2C)c1
    3.2, -2.6, 1.5, 5.6, -0.3, 2.2, 4.5, 8.1
28: Cc1nn(C(=O)CCC(=O)NCCc2ccccc2)c2ccccc12
    -2.6, 0.2, -0.1, -25.8, 6.4, 3.6, -2.5, -3.9
29: C[C@H]1CN([C@@H](C)CO)C(=O)c2cccc(NC(=O)Nc3ccc(F)cc3)c2O[C@H]1CN(C)S(=O)(=O)c1ccccc1
    -0.1, 6.8, -4.9, 5.2, 12.8, -18.7, -4.3, x
30: COc1ccc(CCNC(=O)c2cc(CC(C)C)on2)cc1OC
    -9.8, -1.7, -2.0, -2.6, 13.9, -4.9, x, 15.2
31: Cc1ccc(N2CCN(S(=O)(=O)N(C)C)CC2)cc1Cl
    x, 0.4, 2.1, x, -9.0, 3.6, 1.5, x
32: CC(C)(C)C(=O)NNC(=O)c1cnccn1
    -1.2, x, x, 7.3, x, 3.6, 3.3, -0.7
33: CCOC(=O)n1c(=O)n(Cc2cccc(F)c2)c2ccccc21
    9.8, x, x, -37.3, x, 1.6, -2.0, 11.3
34: CCOC(=O)c1cc2c(C)n(-c3ccc(OCC)cc3)c(C)c2cc(C(=O)OCC)c1=O
    -31.0, x, x, 5.0, x, x, 5.6, -2.5
35: CCn1c2ccccc2c2cc(NC(=O)C(=O)N3CCOCC3)ccc21
    4.6, -5.3, 1.7, -54.5, 2.3, -25.1, -2.7, -97.6
36: CCCN1[C@@H]2c3ccc(C4=CCCC4)c(=O)n3C[C@@H]2[C@@H](CO)[C@@H]1C(=O)OC
    2.2, -0.6, 40.2, -5.7, 2.0, -19.7, x, 9.4
37: C[C@@H]1CN([C@H](C)CO)C(=O)c2c(c3ccccc3n2C)-c2ccccc2CO[C@@H]1CN(C)Cc1ccc(Cl)c(Cl)c1
    15.3, x, x, -0.1, x, -13.4, x, 27.0
38: O=C1CC(c2cccc(Cl)c2)CC(O)=C1C=Nc1ccccc1 (stereo unspecified)
    -32.6, -7.9, -5.1, 0.7, -2.4, -3.2, -1.8, -10.8
39: COc1ccccc1NC(=O)NCC(=O)Nc1c(C)cccc1C
    1.4, x, x, -2.1, x, 2.9, -0.2, 3.5
40: O=C(NC(NC(=S)Nc1c(Cl)cc(Cl)cc1Cl)C(Cl)(Cl)Cl)OCc1ccccc1 (stereo unspecified)
    -7.1, -3.7, 0.0, 31.4, -2.0, 0.0, -4.3, 18.1

Only Cneo AK release, PglD inh and PAX8 reporter (two entries from above):
# | Structure | Cneo AK release | PglD inh | PAX8 reporter
26 | C[C@@H]1CCCCO[C@@H](CN(C)C(=O)CCCN(C)C)[C@H](C)CN([C@H](C)CO)C(=O)c2cc(NC(=O)CCC(F)(F)F)ccc2O1 | -2.0 | -1.6 | -12.2
27 | CCN(Cc1nc2cc(Cl)ccc2c(=O)[nH]1)C(=O)c1cccc(OCc2c(C)noc2C)c1 | 1.5 | -2.6 | 8.1

Continuation:
Under each structure – INS-1E GSIS act, PglD inh, Cneo AK release, LGR2 inh, C2C12 statin, PGC1a acetyl inh, ARNT-TACC3 inh, PAX8 reporter
41: Cc1noc(C)c1S(=O)(=O)Nc1ccc2c(c1)C(=O)N([C@@H](C)CO)C[C@@H](C)[C@@H](CN(C)C(=O)Nc1cccc3ccccc13)OCCCC[C@H](C)O2
    -5.9, 0.8, 1.6, 7.3, x, 4.4, 8.0, 52.1
42: CCCNC(=O)C[C@@H]1CC[C@H]2[C@H](COc3ccc(NC(=O)c4cc(C)on4)cc3C(=O)N2C)O1
    4.7, 0.4, 2.7, -0.1, -1.9, -3.5, -32.3, -6.1
43: CCCC1C(C#N)=C(N)Oc2cc(C)n(C)c(=O)c21 (stereo unspecified)
    x, 0.4, -0.2, x, 2.7, -1.7, 32.1, x
44: CO[C@H]1CN(C)C(=O)c2cc(NC(=O)C3CCOCC3)ccc2OC[C@H](C)N(C(C)=O)C[C@@H]1C
    7.1, 3.5, -0.7, -14.8, -6.6, -7.7, -10.5, -0.9
45: Cc1oc(-c2ccc(Cl)cc2)nc1CS(=O)CC(=O)NC1CCCCCC1 (stereo unspecified)
    -1.3, 8.6, -0.4, -7.0, 0.0, -2.0, -2.1, -4.0
46: Cc1nn(C(C)C(=O)NCCCN2CCCCCC2)c(=O)c2c1sc1ccccc12 (stereo unspecified)
    -3.6, -1.8, 0.8, 12.1, 7.2, -0.6, 7.3, -7.7
47: COCC(=O)N(C)C[C@H]1Oc2cc(C#CCN(C)C)ccc2S(=O)(=O)N([C@H](C)CO)C[C@@H]1C
    6.2, -0.8, -7.3, 5.6, -5.8, 0.7, 0.8, x
48: C[C@@H]1CCCCO[C@H](CN(C)C(=O)Nc2ccc(C(F)(F)F)cc2)[C@H](C)CN([C@H](C)CO)C(=O)c2cc(NS(=O)(=O)c3ccc(Cl)cc3)ccc2O1
    1.3, -1.5, 1.1, 25.4, x, 4.0, -3.7, -12.6
49: O=C(C[C@H]1CC[C@@H](NC(=O)Cc2cccnc2)[C@@H](CO)O1)NCc1ccc2c(c1)OCO2
    12.1&13.8, 0.5, -0.9, 9.6&1.1, 3.1, -0.6, -10.7, -2.4&-4.0
50: CCC(=O)N/N=C(\C)CC(=O)Nc1cccc([N+](=O)[O-])c1
    32.9, x, x, -3.1, 10.5, x, -9.4, -8.2
51: CC(=O)NNC(=O)CCn1nnc2ccccc21
    x, -4.0, 0.5, x, 5.1, x, -1.9, 8.3
52: CC(C)C(=O)Nc1ccc2c(c1)nc(CCN1CCN(C)CC1)n2C
    28.4, 4.8, -2.1, -0.8, -10.3, -5.9, -4.1, x
53: COc1ccccc1CNS(=O)(=O)N(C)C
    0.0, x, x, 11.2, x, 10.2, -4.5, -0.3
54: CNCC(C)COc1ccccc1OCc1ccccc1 (stereo unspecified)
    11.0, x, x, 8.5, x, x, 6.1, 13.8
55: Cc1cc(N)n2nc(-c3ccccc3)cc2n1
    14.1, 4.3, 4.8, -14.6, x, -2.5, 0.7, 37.1
